KB-3-1 cytotox: qHTS assay for MDR1-selective chemotherapeutics: Primary screen using the parental adenocarcinoma cell KB-3-1. Potency, µM (titrated, usually from 46.1 µM), without a hit: at the highest dose activity change, negative = cytotoxic, most hits filed as cytotoxic. 1.4% of 400,000 active. KB-3-1 viability, CellTiter-Glo ATP luminescence, 72 h. AID 1347075, 2019; further: potency means the concentration at half of the fitted maximal effect; on the % scale 0 is the no-effect control and ±100 the full control effect; nearly all actives have a fitted effect of over 60% in size
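Parental KB-3-1 viability, qHTS format: 72 h compound exposure, 37 °C; CellTiter-Glo; media-only wells and DMSO plates as controls; concentration-effect fits on corrected data.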
KB-V1 MDR tox: qHTS assay for MDR1-selective chemotherapeutics: Primary screen using the drug-selected MDR subline cells KB-V1. KB-V1 MDR cells viability, CellTiter-Glo, 72 h. Potency, µM (top dose mostly 46.1 µM), for inactives: at the top dose activity change, negative = cytotoxicity, actives largely listed as cytotoxic. 3.4% of 400,000 active. AID 1347076, 2019; further: potency means the concentration at half of the fitted maximal effect; on the % scale 0 is the no-effect control and ±100 the full control effect; nearly all actives have a fitted effect of over 60% in size
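Compound-treated KB-V1 multidrug-resistant cells, 72 h, 37 degrees C; viability by CellTiter-Glo. Fitted qHTS curves give the values.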
SW480 rerep: A quantitative high throughput screen for small molecules that induce DNA re-replication in SW480 colon adenocarcinoma cells. SW480 DNA re-replication, Hoechst DNA content imaging, 48 h. Potency, µM (highest dose often 46.1 µM), for inactives: at the highest dose re-replication activation, usual class: activators. 1.8% of 340,000 active; further: potency means the concentration at half of the fitted maximal effect; % of control where 0% means no effect; nearly all actives have a fitted effect of over 55% in size
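SW480 cells exposed to compounds for 48 hr at 37 C, 5% CO2, then Hoechst-stained 40 min. Nuclear DNA content imaged by fluorescence scanning (405 nm excitation, 500-530 nm emission); re-replication scored as increased high-intensity nuclei.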
IL-1B inflam inh: qHTS for Inhibitors of Inflammasome Signaling: IL-1-beta AlphaLISA Primary Screen; AID 743279, 2014; THP-1 LPS/ATP IL-1B secretion, AlphaLISA, 16 h; hits give low values; activity change, % at 57.5 µM; 4.7% of 360,000 active; in the data active means activity change below about -50%; inconclusive means mostly about -30% to -49%; further: on the % scale 0 is the no-effect control and ±100 the full control effect
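THP-1 cells pretreated 1 hr with compounds (up to 57.5 uM final), then stimulated with LPS (250 ng/mL final) plus ATP (1.25 mM final); secreted IL-1B measured by AlphaLISA after 16 hr, decreased signal indicating inhibition.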
GLP1R cytotox: qHTS of GLP-1 Receptor Inverse Agonists: Cytotox Screen | 0.13% of 410,000 active | Potency, µM (series often up to 38.3 µM), for inactives: at the top dose activity change, negative = inhibition, usual class: inhibitors | HEK293 cAMP-luciferase reporter cells, luminescence, 24 h;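 further: loss of luciferase light is scored as toxicity; potency means the concentration at half of the fitted maximal effect; on the % scale 0 is the no-effect control and ±100 the full control effect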
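A 23 nL compound transfer followed 12 hours of cell culture at 37 deg C; exposure then lasted 24 hr. Luciferase assay detection reagent was dispensed and plates read for luminescence after a 12 min room-temperature wait.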
HT1080 IDH1KD tx: qHTS for induction of synthetic lethality in tumor cells producing 2HG: qHTS for the HT-1080-IDH1KD cell line; HT-1080 IDH1 knockdown viability, ATP luminescence, 48 h; Potency, µM (titrated, usually from 46.1 µM), for inactives: at the top dose activity, negative = toxicity, hits mostly cytotoxic; 2% of 360,000 active;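 further: potency means the concentration at half of the fitted maximal effect; 0% = DMSO wells and -100% = cell-free medium wells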
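CellTiter-Glo luminescence after 48 h compound exposure at 37 degrees C of IDH1-knockdown HT-1080 cells in 5% FBS RPMI. %Activity scaled between DMSO wells and cell-free media wells, with curves fitted and assigned curve classes.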
MCF10A rereplic: A quantitative high throughput screen for small molecules that induce DNA re-replication in MCF 10a normal breast cells | MCF 10A DNA re-replication, Hoechst nuclear intensity, 48 h | Potency, µM (series often up to 46.1 µM), for inactives: at the highest dose activity, positive = re-replication, hits mostly activators | 2.9% of 350,000 active; further: potency means the concentration at half of the fitted maximal effect; % of control where 0% means no effect; nearly all actives have a fitted effect of over 50% in size
D3 ag: qHTS of D3 Dopamine Receptor Agonist: qHTS; D3R DiscoveRx beta-arrestin cells, luminescence, 90 min; max activation, %; 0.58% of 410,000 active; AID 652048, 2013; in the data active means max activation above about 30%; further: 0% is about no effect; mostly tested at two doses, the higher about 12 µM
Target sequence (P35462 whole entry, looked up): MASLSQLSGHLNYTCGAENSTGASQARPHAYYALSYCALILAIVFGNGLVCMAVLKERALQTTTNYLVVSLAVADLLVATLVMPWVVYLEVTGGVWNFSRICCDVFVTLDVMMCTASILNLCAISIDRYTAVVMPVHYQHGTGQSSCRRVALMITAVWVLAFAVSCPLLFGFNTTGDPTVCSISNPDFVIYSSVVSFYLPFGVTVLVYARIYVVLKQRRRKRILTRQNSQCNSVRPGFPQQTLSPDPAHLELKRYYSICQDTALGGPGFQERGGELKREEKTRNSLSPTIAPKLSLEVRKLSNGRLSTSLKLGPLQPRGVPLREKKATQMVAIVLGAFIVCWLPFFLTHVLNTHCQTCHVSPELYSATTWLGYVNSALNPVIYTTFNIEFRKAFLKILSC
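Agonist-mode cell screen: cells plated at 1500/well and incubated overnight at 37 °C, then exposed to library compounds for 90 min at 37 °C. Detection reagent was added for 30–60 min at room temperature, and luminescence was read.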
HT1080NT lethal: qHTS for induction of synthetic lethality in tumor cells producing 2HG: qHTS for the HT-1080-NT fibrosarcoma cell line; HT-1080-NT fibrosarcoma viability, CellTiter-Glo ATP luminescence, 48 h; Potency, µM (series often up to 46.1 µM), inactives show at the highest dose activity, negative = less viability, most hits filed as cytotoxic; 1.6% of 360,000 active; AID 686970, 2013;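 further: NT is the 2HG producing partner of a matched IDH1 knockdown line; potency means the concentration at half of the fitted maximal effect; 0% = DMSO-treated cells and -100% = media-only wells without cells; nearly all actives have a fitted effect of over 55% in size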
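Toxicity toward the 2HG-producing NT line was scored as %Activity, normalised to DMSO and no-cell wells, from CellTiter-Glo luminescence after 48 hours' treatment.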
* = called active by the depositor; ? = inconclusive; . = not tested or not shown; [ ] = dose if it differs, or a comment. Unless noted, the call rests on the fitted dose curve; in most records, active means well fitted curve in the direction sought with a large enough effect; inconclusive means small, poorly fitted or top-dose-only effect, or another doubt; inactive means no such curve, though single readings can be large; an effect the other way counts as inactive or inconclusive.

smiles	KB-3-1 cytotox	KB-V1 MDR tox	SW480 rerep	IL-1B inflam inh	GLP1R cytotox	HT1080 IDH1KD tx	MCF10A rereplic	D3 ag	HT1080NT lethal
COC(=O)c1cc(NC(=O)/C=C/c2ccc3c(c2)OCO3)cc(C(=O)OC)c1	-34%	-4%	12%	58	-17%	?	?	15	?
CCOc1ccccc1N(CC(=O)Nc1cccnc1)S(C)(=O)=O	6%	0%	-7%	17	-5%	6%	0%	0	12%
COc1cccc(N(C(=O)Cn2nnc3ccccc32)C(C(=O)NCc2ccco2)c2cccnc2)c1 (stereo not drawn)	2%	4%	-8%	-5	-5%	-2%	-1%	13	0%
COCCN(C(=O)c1cc(Cl)nc2ccccc12)c1c(N)n(Cc2ccccc2)c(=O)[nH]c1=O	22%	12%	-7%	17	-18%	3%	5%	4	10%
CC(c1ccccc1)n1c(Br)nc2c1c(=O)[nH]c(=O)n2C (stereo not drawn)	5%	?	-5%	22	15%	9%	4%	-3	8%
Cc1cccc(C)c1NC(=O)C(C)Sc1n[nH]c(-c2ccncc2)n1 (stereo not drawn)	0%	24%	-6%	20	-3%	11%	3%	11	11%
COc1ccc(C(=O)N(Cc2cc(OC)c(OC)c(OC)c2)C2CCS(=O)(=O)C2)cc1Cl (stereo not drawn)	7%	4%	.	.	-1%	.	.	-5	.
CC(C)(C)C(=O)NCCc1nc2ccccc2n1CCCCOc1ccccc1	1%	-11%	.	.	1%	.	.	1	.
CC(C)=NNC1=NC(C)(C)Cc2ccccc21	-4%	3%	-4%	.	-1%	9%	-3%	3	20%
COC(=O)c1cc2sccc2n1CC(=O)Nc1ccc(OC)c(OC)c1	-11%	0%	.	.	1%	.	.	5	.
COc1ccc(N(Cc2cc3ccccc3[nH]c2=O)S(=O)(=O)c2ccc(OC)cc2)cc1	?	?	?	?	-25%	?	?	-20	?
COc1ccc(C(=O)Nc2cccc(C(C)=O)c2)c(OC)c1OC	0%	-2%	-1%[9.22 µM]	-13	-13%	1%	30%	0	17%
O=C(CNC(=S)N(Cc1ccc(F)cc1)C1CCCCC1)NCC1CCCO1 (stereo not drawn)	19%	-2%	-4%	-1	-8%	22%	-5%	4	5%
Cn1c(=O)c2c(nc(SCc3ccccc3F)n2C)n(C)c1=O	-5%	?	?	-5	6%	0%	0%	11	4%
COc1cccc(OC)c1C(=O)NC(=O)NNc1cc(C(F)(F)F)cc(C)n1	3%	21%	1%	-1	-4%	5%	3%	17	-2%
CCC(=O)Nc1ccccc1Oc1ccccc1	24%	10%	-6%	50	-13%	-2%	5%	1	0%
Cc1ccc2c(c1)-c1c(c(C(=O)N3CCN(c4cc(Cl)ccc4C)CC3)nn1C)CS2	2%	1%	.	.	-10%	.	.	3	.
COc1cc(C2=NOC(C(=O)NCc3ccccn3)C2)cc(OC)c1OC (stereo not drawn)	-12%	0%	1%	11	4%	-5%	?	1	2%
O=C(O)CCCNc1c(C(=O)Nc2ccc(Cl)cc2)cc([N+](=O)[O-])cc1[N+](=O)[O-]	11%	7%	-11%	55	-5%	-5%	?	2	-11%
CC(C)c1ccc(C(=O)N2CCCCC2c2cc(C(=O)NCc3cccnc3)no2)cc1 (stereo not drawn)	0%	5%	.	4	4%	0%	.	-4	0%
Cc1ccc(CN2CCN(/N=C/c3ccc(C(F)(F)F)cc3)CC2)cc1	-21%	?	.	-4	-19%	-7%	7%	-9	-10%
Cc1ccccc1OCC(=O)Nc1ccc2c(c1)n(C)c(=O)n2C	-7%	13µM*	-20%[1.84 µM]	-24	-20%	-17%	5%	10	0%
C=CCn1c(SCC(=O)NC)nc2sc3c(c2c1=O)CCC3	-25%	2.1µM*	-3%	55	-19%	-1%	23%	2	-4%
O=C(NNS(=O)(=O)c1ccccc1)C1CCN(S(=O)(=O)c2ccc(Cl)cc2)CC1	12%	0%	0%	-8	2%	2%	-1%	0	1%
Cc1ccc(S(=O)(=O)/N=C(\c2ccc(F)cc2)n2c(C)nc3ccccc32)cc1	5%	?	-2%	8	13%	17%	-4%	-6	-1%

4 entries already listed, arranged by length of the SMILES, high to low.
smiles	KB-3-1 cytotox	KB-V1 MDR tox	SW480 rerep	IL-1B inflam inh	GLP1R cytotox	HT1080 IDH1KD tx	MCF10A rereplic	D3 ag	HT1080NT lethal
COCCN(C(=O)c1cc(Cl)nc2ccccc12)c1c(N)n(Cc2ccccc2)c(=O)[nH]c1=O	22%	12%	-7%	17	-18%	3%	5%	4	10%
COc1cccc(N(C(=O)Cn2nnc3ccccc32)C(C(=O)NCc2ccco2)c2cccnc2)c1 (stereo not drawn)	2%	4%	-8%	-5	-5%	-2%	-1%	13	0%
Cc1cccc(C)c1NC(=O)C(C)Sc1n[nH]c(-c2ccncc2)n1 (stereo not drawn)	0%	24%	-6%	20	-3%	11%	3%	11	11%
COC(=O)c1cc2sccc2n1CC(=O)Nc1ccc(OC)c(OC)c1	-11%	0%	.	.	1%	.	.	5	.

Continued.
smiles	KB-3-1 cytotox	KB-V1 MDR tox	SW480 rerep	IL-1B inflam inh	GLP1R cytotox	HT1080 IDH1KD tx	MCF10A rereplic	D3 ag	HT1080NT lethal
Cc1cc(C(c2ccc(C)o2)c2ccc(C)o2)c(O)c([N+](=O)[O-])c1	10%	-4%	-3%	-20	-5%	3%	?	-6	4%
O=C(CSc1nc(C(F)(F)F)cc(=O)[nH]1)N1CCOCC1	3%	1%	-4%	13	11%	-5%	-1%	5	-1%
COC(=O)c1ccc(NC(=O)Cc2ccccc2)cc1	11%	-3%	-1%	-21	-6%	6%	-2%	-2	12%
O=C(Nc1ccccc1C(=O)Nc1ccccn1)c1cccc([N+](=O)[O-])c1	-5%	2%	11%	-12	-9%	-5%	3.7µM*	4	-7%
CCOC(=O)CSc1nnc2c3ccccc3n(CC)c2n1	5%	15%	-10%	40	-8%	2%	?	10	11%
Cc1cccc(N2CCN(C(=S)c3ccc(-c4ccccc4[N+](=O)[O-])o3)CC2)c1	16µM*	?	?	14	-7%	?	?	-19	?
Cc1cccc(N2CCN(C(=O)CSc3nc4ccccc4nc3N3CC(C)OC(C)C3)CC2)c1C (stereo not drawn)	?	?	0%	16	-2%	-3%	?	76*	-15%
CCCC[C@@H]1CNC(=S)N1CCCc1cc(OC)c(OC)c(OC)c1	-6%	12%	-32%[inhibitor][9.22 µM]	-4	1%	8%	-1%	9	20%
Cc1occc1C(=O)Nc1nn[nH]n1	3%	4%	1%	37	1%	8%	-8%	-6	21%
O=C(NCc1ccccn1)C1CCN(S(=O)(=O)c2cnc[nH]2)CC1	6%	0%	-2%	-4	-5%	12%	3%	1	12%
CCC(=O)N1c2ccccc2CC1C(=O)NCCc1cc(OC)c(OC)c(OC)c1 (stereo not drawn)	-2%	-5%	.	.	19%	.	.	-11	.
CC(C)CC(NC(N)=O)C(=O)Nc1ccc(Cl)c(Cl)c1 (stereo not drawn)	-18%	-27%	1%	-11	1%	-14%	-1%	-2	-14%
CN(C(=O)CN1C(=O)c2cccc(N)c2C1=O)C1CCCCC1	-10%	?	59%	26	449%[activator]	-1%	-10%	1	0%[9.24 µM]
Cc1ccc([C@H]2C[C@@H](n3cc(-c4ccc(F)cc4)nn3)[C@H](O)CN2C(=O)C2CCCCC2)cc1	?	9.2µM*	.	-26	-16%	-3%	.	6	1%
CCOC(=O)C1(C)CCCN1C(=O)c1cncc(Br)c1 (stereo not drawn)	0%	4%	.	0	1%	25%	.	5	24%
COCCNC(=O)c1cc2c(=O)n3cccc(C)c3nc2n1C	3.3µM*	5.8µM*	-1%	-1	3%	-2%	?	0	24%
CCCCOc1ccc(C(C)NC(=O)C2CCCN(S(=O)(=O)CCC)C2)cc1 (stereo not drawn)	-11%	?	3%	1	-2%[1.53 µM]	-16%	-3%	-7	-5%
CCOc1ccc(N2C(=O)/C(=C\c3ccc(OC)c(O)c3)S(=O)(=O)C2c2cccc([N+](=O)[O-])c2)cc1 (stereo not drawn)	4%	-29%	-1%	-1	-11%	-1%	4%	10	1%
C=CCN(C(=O)c1csnn1)C(C(=O)NC1CCCC1)c1ccc(OC)cc1 (stereo not drawn)	8%	?	-8%	-9	19%	4%	0%	-22	12%
Cc1nc(N)sc1C(=O)N/N=C/c1cccnc1	6%	33%	22%	-3	-9%	-3%	-2%	-5	0%
Cc1ccc(C(=O)COC(=O)CN2C(=O)C3C4C=CC(C4)C3C2=O)cc1C (stereo not drawn)	1%	?	-7%	-14	1%	-1%	2%	-10	0%
O=C(NCc1ccccc1)C(c1ccccc1)n1c(=O)c(-c2cc3ccccc3[nH]2)nc2ccccc21 (stereo not drawn)	?	?	.	16	.	?	.	2	?
Cc1noc(C)c1C(=O)NCC(=O)Nc1ccccc1Br	1%	?	-7%	-6	2%	-3%	-1%	1	-2%
Cc1ccccc1CS(=O)(=O)Cc1ccc(C(=O)NCCCN2CCCC2=O)o1	16%	0%	-8%	14	-21%	1%	-1%	0	15%
CCOc1ccc(NC(=O)Cn2nnc(C(=O)OC)c2C(=O)OC)cc1	3%	9%	.	.	8%	.	.	-2	.
Cc1nn(-c2ccccc2)c2sc(C(=O)N(CC(=O)NC3CCCC3)Cc3ccco3)cc12	?	?	?	?	21%	?	?	0	?
CCc1nc2ccc(C(=O)Nc3cccc(OCC(=O)N(C)C)c3)cn2c1N(CCC(C)C)CCN(C)C	0%	3%	.	?	-7%	-19%	.	4	-15%

Assay outcomes as filed in PubChem BioAssay.

Compounds as they come. Share with any hit: about 11%.
